# NIH3T3 tox: Cytotoxic Profiling in NIH 3T3 Cell Line of Diverse Libraries Using Quantitative High-Throughput Screening. NIH 3T3 viability, CellTiter-Glo ATP luminescence, 48-72 h. Potency, µM (series often up to 96.7 µM), for the others: at the highest dose activity change, negative = cytotoxicity, actives largely listed as inhibitors. hit rate 4.3% among 94,000; also: potency is read from the fitted curve at half-maximal effect; nearly all actives have a fitted effect of over 55% in size
#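 Viability of NIH 3T3 cells after 48 or 72 hr compound treatment at 37 °C was assessed by CellTiter-Glo, with luminescence imaged following a 10 min room-temperature step.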
# SNCA expr inh: Primary qHTS assay for inhibitors of alpha-synuclein gene (SNCA) expression | HEK-293 SNCA-luciferase knock-in, luminescence, 24 h | Potency, µM (highest dose often 57.2 µM), for inactives: top-dose activity change, negative = inhibition, actives largely listed as inhibitors | hit rate 0.17% among 140,000 | AID 1671194, 2021;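 also: potency is read from the fitted curve at half-maximal effect; plate controls were DMSO cells for no effect and cell-free wells for full effect; nearly all actives have a fitted effect of over 45% in size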
# HEK293 tox: Cytotoxic Profiling in HEK 293 Cell Line of Diverse Libraries Using Quantitative High-Throughput Screening | HEK 293 viability, ATP luminescence (CellTiter-Glo), 48-72 h | Potency, µM (doses to about 115 µM), for the others: at the top dose activity change, negative = cytotoxicity, actives largely listed as inhibitors | hit rate 6.6% among 94,000 | AID 1345083, 2018; also: potency is read from the fitted curve at half-maximal effect; nearly all actives have a fitted effect of over 60% in size
#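 Cytotoxicity was scored by loss of ATP-coupled luminescence (CellTiter-Glo) in HEK 293 cells. Compound treatment ran 48 or 72 hr at 37 degree Celsius, 5% CO2, 95% humidity.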
# HEK293 viab: GF-AFC viability counterscreen for inhibitors of alpha-synuclein gene (SNCA) expression. HEK-293-SNCA-luc viability, GF-AFC fluorescence, 24 h. Potency, µM (series often up to 57.1 µM), inactives show top-dose activity change, negative = cytotoxicity, usual class: cytotoxic. hit rate 0.12% among 150,000. AID 1671193, 2021;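 also: potency is read from the fitted curve at half-maximal effect; 0% = DMSO-treated cells and -100% = medium-only wells without cells; nearly all actives have a fitted effect of over 30% in size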
#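 HEK-293-SNCA-luc cells (1500/well) plated 24 h, then exposed 24 h to a dilution series; GF-AFC added 30 min at 37C, fluorescence 405/540 nm; normalised to medium-only and DMSO wells, Hill fit.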
# FLuc inh: Firefly luciferase inhibition profiling of diverse chemical library using quantitative high-throughput screening; Luciferin 4-monooxygenase (Photinus pyralis), P08659; purified P. pyralis luciferase, luminescence, biochemical; Potency, µM (titrated, usually from 115 µM), inactives show at the highest dose activity change, negative = inhibition, actives largely listed as inhibitors; hit rate 2.5% among 76,000; also: potency is read from the fitted curve at half-maximal effect; nearly all actives have a fitted effect of over 65% in size
# Target sequence (P08659 whole entry, looked up): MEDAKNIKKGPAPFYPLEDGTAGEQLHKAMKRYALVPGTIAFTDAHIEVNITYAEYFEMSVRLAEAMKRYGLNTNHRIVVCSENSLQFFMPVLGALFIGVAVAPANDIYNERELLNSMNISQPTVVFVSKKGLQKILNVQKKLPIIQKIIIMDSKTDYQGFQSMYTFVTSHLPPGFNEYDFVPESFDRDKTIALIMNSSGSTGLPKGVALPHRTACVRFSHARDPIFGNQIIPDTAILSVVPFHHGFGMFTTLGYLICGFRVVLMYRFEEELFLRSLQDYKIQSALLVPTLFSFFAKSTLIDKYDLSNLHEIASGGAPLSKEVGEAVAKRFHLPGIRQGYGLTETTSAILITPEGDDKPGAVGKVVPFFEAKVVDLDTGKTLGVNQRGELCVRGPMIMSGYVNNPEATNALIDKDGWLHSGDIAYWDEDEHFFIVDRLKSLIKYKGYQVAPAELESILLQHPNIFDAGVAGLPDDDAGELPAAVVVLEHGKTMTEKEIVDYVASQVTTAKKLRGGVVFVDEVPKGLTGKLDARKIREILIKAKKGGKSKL
#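 Luminescence read by CCD imager after adding enzyme (10nM final) to wells holding compound, titrated in qHTS. Substrates 10uM each D-luciferin and ATP; buffer 50mM Tris acetate pH 7.5, 10mM Mg acetate, Tween-20, BSA.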
# IP6K1 inh: Primary qHTS assay for small molecule inhibitors of Inositol hexaphosphate kinase 1 (IP6K1); activity change, % (series mostly up to about 58 µM); IP6K1 kinase, ADP-Glo luminescence, 2 h; active compounds read low; hit rate 0.81% among 140,000; Inositol hexakisphosphate kinase 1 (Homo sapiens), Q92551; in the data active = activity change below about -25%
#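 ADP-Glo luminescence measures ADP made by human IP6K1 during a 2 h RT reaction with ATP/IP6 (mix at 1.3 mM/130 uM); top library doses 57.5 and 19.1 uM final.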
# GPT2 inhibitor: Primary qHTS assay for inhibitors of Glutamate pyruvate transaminase 2 (GPT2) | Potency, µM (series often up to 57.7 µM), for the others: at the highest dose activity change, negative = inhibition, hits mostly inhibitors | hit rate 0.25% among 100,000 | Recombinant GPT2, coupled pyruvate oxidase/HRP Amplex Red fluorescence; also: potency is read from the fitted curve at half-maximal effect; nearly all actives have a fitted effect of over 60% in size; many of its hits are not listed in these tables
# Target sequence (Q8TD30 whole entry, looked up): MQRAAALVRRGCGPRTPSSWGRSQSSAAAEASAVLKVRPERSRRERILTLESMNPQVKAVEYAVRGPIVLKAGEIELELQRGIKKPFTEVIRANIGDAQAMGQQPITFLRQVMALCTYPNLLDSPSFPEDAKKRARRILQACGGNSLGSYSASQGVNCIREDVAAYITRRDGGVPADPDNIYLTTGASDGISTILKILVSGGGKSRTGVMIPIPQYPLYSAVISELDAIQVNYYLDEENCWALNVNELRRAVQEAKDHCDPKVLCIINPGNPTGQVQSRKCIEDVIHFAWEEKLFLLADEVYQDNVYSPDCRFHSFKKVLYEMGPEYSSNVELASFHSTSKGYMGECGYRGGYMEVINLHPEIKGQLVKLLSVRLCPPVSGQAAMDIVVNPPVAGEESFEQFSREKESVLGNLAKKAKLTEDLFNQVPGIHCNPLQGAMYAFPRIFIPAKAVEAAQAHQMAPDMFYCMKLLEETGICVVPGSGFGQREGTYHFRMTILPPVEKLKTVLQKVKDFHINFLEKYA
#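 GPT2 10ng/uL, a-KG 250uM, L-Ala 2mM, HEPES pH7.5 + 0.0001% Tween; 30 min RT. Then Amplex mix (PO/HRP/ThPP), 30 min RT dark, fluorescence. AOA 50uM used as positive control.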
# An asterisk follows results filed as active; i = inactive; ? = inconclusive; nt = not tested or not shown; [ ] = dose if it differs, or a comment. Unless noted, calls follow the shape of the dose curve; as a rule, active = well fitted curve in the direction sought with a large enough effect; inconclusive = small, poorly fitted or top-dose-only effect, or another doubt; inactive = no such curve, though single readings can be large; an effect the other way counts as inactive or inconclusive. Unless noted, % is scaled to controls: 0 for no effect and ±100 for the full control effect.
SMILES,NIH3T3 tox,SNCA expr inh,HEK293 tox,HEK293 viab,FLuc inh,IP6K1 inh,GPT2 inhibitor
Cc1nc(CN2CCN(C(=O)[C@H]3CC[C@@H](N)C3)CC2)cs1,-5%,-28%,-6%,2%,-4%,-24,-58%
CN1Cc2nc(Nc3ccc(C(F)(F)F)cc3)ccc2OCC1=O,?,31%[activator][87.6 µM],?,-12%[87.6 µM],-1%[172 µM],-8,2%[88.5 µM]
CCOC(=O)CNC(=O)c1cc(-c2ccc(Cl)cc2)cn1C,-27%,-28%,-16%,12%,-22%,1,i
CO[C@H]1[C@H](NC(=O)c2cnc(C)cn2)c2ccccc2C12CCNCC2,-6%,-13%,-20%,-1%,10%,10,-11%
O=C(c1nc2c(o1)CCN(Cc1cccc(F)c1)CC2)N1CCOCC1,-24%[138 µM],48%[activator][87.6 µM],?,-5%[87.6 µM],-19%[172 µM],11,-8%[88.5 µM]
O=C(C1CCCN1C(=O)c1cccc(Cl)c1)N1CCC(c2ccccc2)CC1 (configuration not stated),-26%,30%[activator],?,-22%,nt,-7,i
Cc1ccc2c(c1)N1C(=O)OC[C@@H]1CCN(C(=O)c1ccno1)C2,-14%[138 µM],6%[87.6 µM],-11%[172 µM],-4%[87.6 µM],-10%[172 µM],0,i
CN(C)c1ccnc2sc3c(=O)n(N4CCCCCC4)cnc3c12,nt,nt,nt,-27%,nt,4,i
CC(C)CN1C(=O)N(Cc2ccccn2)C(=O)C12CCN(Cc1ccc3c(c1)CCO3)CC2,-13%,14%,-12%,3%,-10%,-3,i
CC(C)(C)c1ccc(C(=O)NC2(C(F)(F)F)NC(=O)N(CCc3ccccc3)C2=O)cc1 (configuration not stated),nt,?,nt,2%,nt,1,nt
CCOCCCNC(=O)c1c(C)noc1-c1ccc(OC)cc1,-24%,1%,-6%,1%,-2%,3,i
Cc1nsc(NC(=O)N2CCC(N)CC2)n1,i,11%,i,3%,8%,-8,i
Cc1ncsc1CN1CCCC(C(=O)NCc2ccccc2)CCNC(=O)CC1 (configuration not stated),-10%,?,-6%,-27%,3%,4,i
Cc1ccc(NC(=O)CCc2nc3cccnc3n2-c2ccccc2)cc1Cl,nt,5%,nt,-11%,nt,22,nt
Cn1nc(C(=O)N2CCCC(CN3CCOCC3)CC2)c2ccccc21 (configuration not stated),-9%,-4%,0%,-6%,-1%,-8,i
O=C(c1cc(-c2ccccc2)n[nH]1)N1CCC2(CC1)CC(OCC1CC1)CCO2 (configuration not stated),-19%,-10%,-16%,-8%[12.5 µM],-7%,-20,i
O=C(c1ccccc1)N1CC[C@H](c2nnc(Cc3ccccc3)o2)C1,-11%[174 µM],-11%[87.6 µM],-19%[172 µM],-5%[87.6 µM],7%[172 µM],18,2%[88.5 µM]
CNC(=O)CCn1ncc2cc(OCc3ccccc3-c3ccc(F)cc3F)ccc21,?,-14%[87.6 µM],79µM*,-6%[87.6 µM],?,-1,?
Cc1cnc(C(=O)NC2C[C@H]3CC[C@@H](C2)N3C(=O)CCC2CCCCC2)cn1 (some centres not stated),?,0%,?,?,nt,10,i
COc1cc(SC)ccc1C(=O)N[C@H]1CCN2C(=O)N(c3cccc(C(F)(F)F)c3)C(=O)[C@@H]2C1,-17%,-16%,-5%,5%,1%,11,i
CC(=O)N1CC2(CCCN(Cc3ccc(Cl)cc3)C2)Cc2ccccc21 (configuration not stated),-19%,2%,?,0%,nt,-5,1%
CC(=O)Nc1ccc(S(=O)(=O)Nc2ccc(-c3cn4c(C)csc4n3)cc2)cc1,nt,-11%,nt,1%,nt,-11,nt
NCCN1C(=O)CC[C@H]2CN(C(=O)c3ccc(Cl)s3)CC[C@H]21,-16%,4%,-11%,4%,-2%,19,5%
Cc1ncoc1C(=O)N1CCOc2ccc(CCC(N)=O)cc2C1,i,9%,4%,2%[12.5 µM],-4%,-4,i
CCc1ccccc1N(CC)C(=O)c1cc2c(s1)-c1ccccc1SC2,nt,18%,nt,9%,nt,-26*,nt
COc1ccc(C2Cn3cnc(C(=O)N4CCC(C(=O)NCc5ccncc5)CC4)c3CO2)cc1 (configuration not stated),0%,23%,-5%,4%,?,0,?
CCC(Oc1ccccc1)C(=O)Nc1nnc(S(=O)(=O)Nc2ccccc2)s1 (configuration not stated),nt,16%,nt,-4%,nt,21,nt
CCCN1CCC(N2CCC(N3CCC(C(=O)NCc4cccnc4)CC3)CC2)CC1,i,4%,-7%,3%,9%,8,i
CN(C)C(=O)N(C)Cc1cccc(C(F)(F)F)c1,-19%[138 µM],-2%[87.6 µM],-3%[172 µM],-3%[87.6 µM],5%[172 µM],-1,1%[88.5 µM]
CCc1ocnc1C(=O)NC1CC(c2cc(N3CCC(O)C3)ncn2)C1 (configuration not stated),-14%,4%,i,-8%,9%,-1,i
Cn1c(CN2CCN(CCN3CCOCC3)CC2)nnc1C1CC(N)C1 (configuration not stated),2%,1%,-10%,13%,-9%,-1,i
Cc1cc2ccccc2nc1-c1cccc(O)c1,?,26%,?,-15%,-19%,-15,1%
O=C(Cc1cccn1-c1ccc(Cl)cc1)N1CCCC1,-12%,-7%,?,0%,1%,17,i
Cc1cccc(C)c1NC(=O)c1cc(S(=O)(=O)N2CCc3ccccc3C2)ccc1F,nt,29%,nt,11%,nt,25,nt
O=C(NCCc1ccccc1)C1CCN(C(=O)c2ncn3c2COC(c2ccc(F)cc2)C3)CC1 (configuration not stated),i,7%,7%,8%,?,5,i
COc1cc(O)c2c(c1)C1OC1C[C@H](O)[C@H](O)C(=O)/C=C\C[C@H](C)OC2=O (some centres not stated),nt,nt,nt,12µM*,nt,5,i

# An excerpt from above in order of heavy-atom count, rising:
SMILES,NIH3T3 tox,SNCA expr inh,HEK293 tox,HEK293 viab,FLuc inh,IP6K1 inh,GPT2 inhibitor
Cn1c(CN2CCN(CCN3CCOCC3)CC2)nnc1C1CC(N)C1 (configuration not stated),2%,1%,-10%,13%,-9%,-1,i
COc1cc(O)c2c(c1)C1OC1C[C@H](O)[C@H](O)C(=O)/C=C\C[C@H](C)OC2=O (some centres not stated),nt,nt,nt,12µM*,nt,5,i
Cc1cccc(C)c1NC(=O)c1cc(S(=O)(=O)N2CCc3ccccc3C2)ccc1F,nt,29%,nt,11%,nt,25,nt

# (next part)
SMILES,NIH3T3 tox,SNCA expr inh,HEK293 tox,HEK293 viab,FLuc inh,IP6K1 inh,GPT2 inhibitor
CCCc1noc(-c2ccn3c(CNC(=O)c4ccc(C)cc4C)nnc3c2)n1,-23%,?,?,-6%,11%,19,4%
Cc1cccc(C(=O)N2CCC(N3CC4CC(C3)[C@H]3CCCC(=O)N3C4)CC2)c1 (some centres not stated),-7%,18%,6%,4%,4%,14,i
COC(=O)c1ccc2c(=O)n3nc(Nc4ccc(F)cc4F)sc3nc2c1,nt,-3%,nt,3%,nt,26,nt
Cc1onc(-c2cnn(C)c2NCc2ccc(C#N)cc2)c1C(=O)N1CCCC1,?,3%[87.6 µM],-26%[172 µM],7%[87.6 µM],-14%[172 µM],14,-11%[88.5 µM]
COc1cc(-c2oc3ccc(C)cc3c(=O)c2O)cc(OC)c1OC,nt,29%,nt,24%,nt,-6,nt
CCn1ccc(C(=O)N2C[C@@H](CO)[C@H](c3ccccn3)C2)n1,i,6%,i,11%,-3%,3,i
CC(C)N1C(=O)Cc2ccccc2C1C(=O)NCc1ccccc1 (configuration not stated),i,-6%,5%,-7%,3%,14,i
O=C(NCCc1ccccc1)c1nn(-c2ccccc2F)nc1CO,nt,12%,nt,4%,nt,29,nt
Cc1cc(C)cc(-n2ccnc2SCC(=O)Nc2ccc(C)c(Cl)c2)c1,nt,-18%,nt,2%,nt,13,nt
COCCN1CCCCCC(O)c2cc(C(=O)NCCCN(C)C)ccc21 (configuration not stated),-8%,5%,-26%,3%,-9%,2,?
COC(=O)CNC(=O)N1CC(c2nc(CCOc3cccc(C)c3)no2)C1,-10%,32%[activator],-11%,8%,-1%,0,-20%
COc1ccc(CC(=O)N2CC(=O)Nc3ccc(F)cc3C2c2ccccc2)cc1 (configuration not stated),nt,10%,nt,-12%,nt,-1,nt
CCOc1ccc(Cn2c(CNS(=O)(=O)c3c(C)cc(C)cc3C)nc3cccnc32)cc1,nt,25%,nt,-19%,nt,-11,nt
Cc1ccc(Cl)cc1-n1c(=O)c2sc3ccccc3c2n(Cc2ccccc2)c1=O,nt,25%,nt,-6%,nt,-9,nt
CCNC(=O)N[C@H]1[C@H](O)[C@@H](N2CCN(C(C)=O)CC2)[C@@H]2OC[C@H]1O2,-13%[174 µM],?,-8%[172 µM],3%[87.6 µM],-5%[172 µM],4,?
Cc1ccc2nc(NC(=O)C3CC(=O)N(c4n[nH]c5ccccc45)C3)sc2c1 (configuration not stated),32µM*,?,40µM*,-3%,-6%,18,-6%
Cc1cccc(N(C)C(=O)c2cc(S(=O)(=O)N3CCCCC3)c[nH]2)c1,nt,-11%,nt,-9%,nt,3,nt
O=C1CC[C@@H](C(=O)O)N1,nt,36%[25.6 µM],nt,27%[23.9 µM],nt,-5,-28%
CN(C)CCCNC(=O)C[C@H]1NC(=O)c2ccccc2NC1=O,i,18%,13%,1%,12%,-9,-4%
CCN1c2cc(C(=O)Nc3ccc(C(=O)OC)cc3)ccc2C(=O)N2CCCCCC21 (configuration not stated),?,1%,45µM*,7%[12.5 µM],-11%,19,2%
Cc1ccc(NC(=O)CCC(=O)N2Cc3ccccc3Oc3ncccc32)c(C)c1,nt,4%,nt,-7%,nt,7,nt
COc1ccc(C2Cn3nnc(-c4noc(-c5cccc(N(C)C)c5)n4)c3CO2)cc1 (configuration not stated),i,16%,9%,-1%,-9%,12,?
Cc1ccccc1-c1nc(SCC(=O)NCc2ccco2)c2c(=O)n(C)c(=O)n(C)c2n1,nt,22%,nt,7%,nt,19,nt
COc1ccc(C2Cn3nnc(C(=O)N4CCN(C(=O)c5cccc(C)c5)CC4)c3CO2)cc1 (configuration not stated),?,?,8.9µM*,3%,-14%,-23,3%
COCC1CN(C(=O)NCc2cccc(OC)c2)CC12CCNCC2 (configuration not stated),-1%,-7%,-7%,-12%,4%,9,i
COc1ccc(N2CCN(C(=O)C3(CCO)CC34CCOCC4)CC2)cc1 (configuration not stated),-24%,8%,0%,-3%,nt,19,?
CN(C)c1ccc(C(CNC(=O)Cc2ccc(Cl)cc2)N2CCOCC2)cc1 (configuration not stated),nt,3%,nt,6%,nt,-4,nt
CCc1ccc(CNC(=O)c2cc(=O)[nH]c3ccc(S(=O)(=O)N4CCCCC4)cc23)cc1,nt,-8%,nt,-15%,nt,4,nt

# High-throughput results from PubChem BioAssay.

# The order is random. About 7.7% of those tested had a hit in this group.
